Source: PubChem BioAssay (Broad Institute)
EZH2 inh = inhibitors of human EZH2/PRC2 methyltransferase. PRC2 H3K27 methylation, DELFIA TRF, 1 h. Q15910. inhibition, % at 12.5 µM. 0.35% of 57,000 active;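 active = mean inhibition of replicates at least 50% and every single replicate also reaching 50%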;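 note: dimethyl H3K27 on biotinylated H3 21-44 peptide detected by antibody; plate controls were median neutral control wells for no effect and median positive control wells for full effect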
Target sequence (Q15910 whole entry, looked up): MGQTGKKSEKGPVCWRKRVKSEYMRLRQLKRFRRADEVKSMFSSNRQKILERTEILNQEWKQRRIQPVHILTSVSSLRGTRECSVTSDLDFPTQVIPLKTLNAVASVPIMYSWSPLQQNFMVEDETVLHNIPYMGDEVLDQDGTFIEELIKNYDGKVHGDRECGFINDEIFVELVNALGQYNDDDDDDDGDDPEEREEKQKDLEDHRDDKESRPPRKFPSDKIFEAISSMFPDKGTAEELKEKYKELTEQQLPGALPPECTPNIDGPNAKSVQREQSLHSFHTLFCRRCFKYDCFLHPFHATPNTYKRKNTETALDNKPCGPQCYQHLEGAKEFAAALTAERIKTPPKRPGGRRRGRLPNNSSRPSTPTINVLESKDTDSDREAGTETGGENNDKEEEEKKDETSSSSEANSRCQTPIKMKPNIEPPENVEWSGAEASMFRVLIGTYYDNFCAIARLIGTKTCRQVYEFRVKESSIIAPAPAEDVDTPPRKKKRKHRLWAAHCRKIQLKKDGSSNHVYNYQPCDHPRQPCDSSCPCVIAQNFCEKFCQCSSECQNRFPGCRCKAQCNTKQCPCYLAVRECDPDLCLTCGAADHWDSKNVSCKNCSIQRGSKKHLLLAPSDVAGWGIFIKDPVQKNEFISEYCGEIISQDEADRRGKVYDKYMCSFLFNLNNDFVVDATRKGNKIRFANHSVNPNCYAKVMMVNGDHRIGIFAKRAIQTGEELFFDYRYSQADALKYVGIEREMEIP
IDH1 R132H inh = blocks human IDH1 R132H reductase activity. diaphorase/resazurin fluorescence, 60 min. inhibition, % at 10 µM. 0.18% of 70,000 active. AID 624101; in the data active = inhibition above about 34%;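 note: 0% = DMSO and 100% = no enzyme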
An asterisk follows results filed as active; nt = no result given. A portion of the library; the hit share may differ from the screen's.

SMILES	EZH2 inh	IDH1 R132H inh
COCCNC(=O)C[C@@H]1C[C@H]2c3cc(NC(=O)C4CCC4)ccc3O[C@H]2[C@H](CO)O1	9	-1.4
CC(=O)N(C)C[C@H]1Oc2ncc(C#CC3(O)CCCC3)cc2C(=O)N([C@H](C)CO)C[C@H]1C	-8	-0.6
C[C@@H]1CN([C@H](C)CO)C(=O)c2cccc(NC(=O)c3nc4ccccc4s3)c2O[C@H]1CN(C)CC1CCCCC1	nt	1.4
CCCNC(=O)C[C@H]1C[C@H]2c3cc(NC(=O)C4CCC4)ccc3O[C@H]2[C@@H](CO)O1	0	0.4
O=C(C[C@@H]1C[C@@H]2c3cc(NC(=O)CC4CC4)ccc3O[C@@H]2[C@@H](CO)O1)NCc1cccnc1	4	-0.7
CNC[C@H]1Oc2ccc(NC(=O)Cc3ccccc3)cc2CC(=O)N([C@H](C)CO)C[C@@H]1C	7	-0.1
Cc1noc(C)c1NC(=O)Nc1ccc2c(c1)CC(=O)N([C@H](C)CO)C[C@@H](C)[C@@H](CN(C)C(=O)Nc1ccc(C(F)(F)F)cc1)O2	nt	0.4
C[C@H](CO)N1C[C@H](C)[C@H](CN(C)C)Oc2ccc(NC(=O)Nc3ccc(F)cc3)cc2CC1=O	nt	2.3
COc1ccc(S(=O)(=O)N(C)C[C@H]2Oc3ccc(NC(=O)NC(C)C)cc3CC(=O)N([C@H](C)CO)C[C@@H]2C)cc1	nt	-2.8
Cc1cc(I)ccc1NC(=O)Cn1cc([N+](=O)[O-])cn1	-23	0.2
C[C@H](CO)N1C[C@H](C)[C@H](CN(C)Cc2ccccc2)Oc2ncc(C#Cc3cccnc3)cc2C1=O	-2	0.2
COc1cc(-c2nnc(SCC(N)=O)n2C)cc(OC)c1OC	-9	0.5
O=C(CCCN1C(=O)c2ccccc2C1=O)Nc1ccc(Cl)cc1	-1	-0.1
C[C@H](CO)N1C[C@H](C)[C@@H](CN(C)Cc2ccc(C(=O)O)cc2)Oc2ccc(NC(=O)C3CCCCC3)cc2CC1=O	-6	0.3
CC(C)NC(=O)Nc1cccc2c1O[C@@H](CN(C)C(=O)Nc1ccccc1)[C@H](C)CN([C@H](C)CO)C2=O	2	nt
COC(=O)c1ccccc1NC(=O)CSc1nc2ccc(C)cc2[nH]1	3	-0.8
C[C@@H]1CCCCO[C@@H](CN(C)Cc2ccccc2)[C@H](C)CN([C@H](C)CO)C(=O)c2cc(NS(=O)(=O)c3ccccc3)ccc2O1	nt	-0.9
C[C@H](O)C#Cc1ccc2c(c1)O[C@H](CN(C)Cc1ccccn1)[C@@H](C)CN([C@@H](C)CO)S2(=O)=O	-10	nt
CCc1ccccc1NC(=O)CN(C)S(=O)(=O)c1ccc(Br)cc1	-1	-0.5
C[C@H]1CN([C@@H](C)CO)C(=O)c2cccc(NC(=O)C3CCCCC3)c2O[C@H]1CN(C)Cc1ccc(C(F)(F)F)cc1	nt	-3.1
COc1cc([C@@H]2c3cc4c(cc3[C@H](O)[C@H]3COC(=O)[C@@H]23)OCO4)cc(OC)c1OC	nt	0.1
O=C(Cn1c(NCCO)nc2ccccc21)c1ccccc1	-1	-0.2
CO[C@H]1CN(C)C(=O)c2cc(NC(=O)Cc3ccccc3)ccc2OC[C@@H](C)N(C(C)=O)C[C@H]1C	1	-0.3
COc1cccc(C#Cc2cnc3c(c2)C(=O)N([C@H](C)CO)C[C@@H](C)[C@@H](CN(C)C)O3)c1	nt	-1.0
COc1ccccc1-c1ccc2c(c1)O[C@@H](CN(C)C(=O)Nc1cccc(F)c1)[C@@H](C)CN([C@@H](C)CO)S2(=O)=O	nt	-0.1
C[C@@H]1CN([C@@H](C)CO)C(=O)c2cc(NC(=O)CCC(F)(F)F)ccc2O[C@@H](C)CCCCO[C@@H]1CN(C)S(=O)(=O)c1ccccc1	nt	1.2
O=C(C[C@@H]1C[C@H]2c3cc(NC(=O)Nc4ccccc4)ccc3O[C@H]2[C@@H](CO)O1)NCC1CC1	17	0.1
C[C@H](CO)N1C[C@H](C)[C@H](CN(C)C(=O)Nc2ccccc2)Oc2c(NC(=O)c3ccncc3)cccc2C1=O	nt	-0.5
CCS(=O)(=O)N[C@H]1CC[C@H](CC(=O)Nc2ccc(-c3ccccc3)cc2)O[C@@H]1CO	11	-0.3
O=C(Nc1cc(F)ccc1F)N[C@H]1CC[C@@H](CCn2cc(C3CCCCC3)nn2)O[C@H]1CO	-4	-0.3

Reprinted from the part before: 2 compounds, followed by the next part.
SMILES	EZH2 inh	IDH1 R132H inh
CCS(=O)(=O)N[C@H]1CC[C@H](CC(=O)Nc2ccc(-c3ccccc3)cc2)O[C@@H]1CO	11	-0.3
O=C(Nc1cc(F)ccc1F)N[C@H]1CC[C@@H](CCn2cc(C3CCCCC3)nn2)O[C@H]1CO	-4	-0.3
C[C@@H]1CN([C@@H](C)CO)C(=O)c2cc(C3=CCCC3)cnc2O[C@H]1CN(C)C	-6	1.0
COc1ccccc1-c1ccc2c(c1)O[C@@H](CN(C)C)[C@H](C)CN([C@H](C)CO)S2(=O)=O	-4	-0.7
COC(=O)c1sccc1-c1ccc(-c2ccn(C(=O)c3ccc(Cl)cc3)n2)o1	37	-0.9
Cc1noc(C)c1S(=O)(=O)Nc1ccc2c(c1)C(=O)N([C@H](C)CO)C[C@@H](C)[C@@H](CN(C)C(=O)Nc1ccccc1)O2	nt	0.4
COc1cc2c(cc1NC(=O)CN(C)S(=O)(=O)c1ccc(C)cc1)oc1ccccc12	2	-0.1
Cc1noc(C)c1NC(=O)N(C)C[C@H]1Oc2ccc(NC(=O)CCC(F)(F)F)cc2C(=O)N([C@H](C)CO)C[C@H]1C	-4	-0.2
Cc1noc(C)c1NC(=O)N(C)C[C@@H]1Oc2ccc(NC(=O)NC3CCCCC3)cc2CC(=O)N([C@@H](C)CO)C[C@H]1C	nt	-0.4
COC(=O)C[C@@H]1C=C[C@H](NC(=O)Nc2ccc(C(F)(F)F)cc2)[C@H](CO)O1	4	0.1
C[C@H](CO)N1C[C@H](C)[C@H](CN(C)Cc2cccnc2)Oc2ncc(C#CCc3ccccc3)cc2C1=O	0	-4.4
C[C@@H]1CN([C@@H](C)CO)C(=O)Cc2cc(NC(=O)NC3CCCCC3)ccc2O[C@H]1CN(C)CC1CCCCC1	-7	0.3
C[C@@H]1CN([C@H](C)CO)C(=O)c2c(c3ccccc3n2C)-c2ccccc2CO[C@@H]1CN(C)C(=O)[C@H](Cc1ccccc1)N(C)C	-23	-0.5
C[C@@H]1CN([C@@H](C)CO)C(=O)Cc2cc(NC(=O)Nc3ccc(F)cc3)ccc2O[C@H]1CN(C)Cc1ccccc1	-32	0.4
COc1ccc(S(=O)(=O)N(C)C[C@H]2Oc3ccc(NC(=O)NC(C)C)cc3C(=O)N([C@H](C)CO)C[C@H]2C)cc1	nt	-0.8
C[C@H](NC(=O)C[C@H]1CC[C@@H](NS(=O)(=O)c2cccc(F)c2)[C@@H](CO)O1)c1ccccc1	6	0.2
C[C@@H]1CN([C@@H](C)CO)C(=O)c2cccc(NS(=O)(=O)c3cn(C)cn3)c2O[C@@H]1CN(C)S(=O)(=O)c1cn(C)cn1	nt	-3.0

A draw from above in order of length of the SMILES, rising:
SMILES	EZH2 inh	IDH1 R132H inh
COC(=O)C[C@@H]1C=C[C@H](NC(=O)Nc2ccc(C(F)(F)F)cc2)[C@H](CO)O1	4	0.1
C[C@H](NC(=O)C[C@H]1CC[C@@H](NS(=O)(=O)c2cccc(F)c2)[C@@H](CO)O1)c1ccccc1	6	0.2
COc1ccc(S(=O)(=O)N(C)C[C@H]2Oc3ccc(NC(=O)NC(C)C)cc3CC(=O)N([C@H](C)CO)C[C@@H]2C)cc1	nt	-2.8

Additional compounds.
SMILES	EZH2 inh	IDH1 R132H inh
C[C@H]1CN([C@@H](C)CO)S(=O)(=O)c2ccc(C3=CCCCC3)cc2O[C@H]1CN(C)Cc1ccncc1	5	nt
O=C(O)COc1c(-c2ccccc2)oc2ccccc2c1=O	-12	0.0
C[C@@H]1CN([C@@H](C)CO)C(=O)CCCn2cc(nn2)CO[C@@H]1CN(C)C(=O)C1CCCCC1	9	4.1
C[C@@H]1CN([C@H](C)CO)S(=O)(=O)c2ccc(-c3ccccc3)cc2O[C@H]1CN(C)C(=O)C1CC1	8	nt
C[C@@H]1CN([C@H](C)CO)C(=O)Cc2cc(NC(=O)CCN3CCOCC3)ccc2O[C@@H]1CN(C)Cc1ccncc1	-6	2.4
CS(=O)(=O)Nc1ccc2c(c1)[C@@H]1C[C@@H](CC(=O)NCc3ccc(Oc4ccccc4)cc3)O[C@@H](CO)[C@@H]1O2	14	0.1
Cc1ccc(S(=O)(=O)Nc2ccc3c(c2)CC(=O)N([C@H](C)CO)C[C@@H](C)[C@H](CN(C)C(=O)Nc2ccc(C(F)(F)F)cc2)O3)cc1	nt	0.3
C[C@@H]1CN([C@@H](C)CO)C(=O)c2cccc(NS(=O)(=O)c3cccs3)c2O[C@@H]1CN(C)Cc1ccc(-c2ccccc2)cc1	-8	-1.0
C[C@@H]1CN([C@@H](C)CO)S(=O)(=O)c2ccc(C#Cc3ccc(F)cc3)cc2O[C@H]1CN(C)C	-18	-1.7
C[C@@H]1CN([C@@H](C)CO)C(=O)CCCn2nncc2CO[C@@H]1CN(C)C(=O)Nc1ccc2c(c1)OCO2	0	nt
CNS(=O)(=O)c1ccc(C)cc1	-5	nt
O=C(Cc1ccncc1)NCC[C@@H]1CC[C@H](NC(=O)C2CCCCC2)[C@@H](CO)O1	5	0.0
Cc1ccc(S(=O)(=O)Nc2ccc3c(c2)C(=O)N([C@@H](C)CO)C[C@H](C)[C@@H](CN(C)C(=O)Nc2ccc(F)cc2)OCCCC[C@@H](C)O3)cc1	nt	0.6
CCCc1cn(CC[C@@H]2CC[C@H](NC(=O)Nc3ccc4c(c3)OCO4)[C@H](CO)O2)nn1	-19	-0.1
Cc1noc(C)c1NC(=O)N(C)C[C@H]1OCCCC[C@@H](C)Oc2ccc(NS(=O)(=O)c3ccccc3)cc2C(=O)N([C@@H](C)CO)C[C@H]1C	nt	1.6

2 compounds picked at random from the list so far:
SMILES	EZH2 inh	IDH1 R132H inh
C[C@@H]1CN([C@@H](C)CO)C(=O)CCCn2cc(nn2)CO[C@@H]1CN(C)C(=O)C1CCCCC1	9	4.1
COC(=O)c1sccc1-c1ccc(-c2ccn(C(=O)c3ccc(Cl)cc3)n2)o1	37	-0.9

Further entries:
SMILES	EZH2 inh	IDH1 R132H inh
Cc1ccc(C(=O)Nc2ccc(Br)cc2)cc1S(=O)(=O)Nc1ccccn1	-2	0.1
CC1(C)CC[C@]2(C(=O)O[C@@H]3O[C@H](CO[C@@H]4O[C@H](CO[C@@H]5O[C@H](CO)[C@@H](O)[C@H](O)[C@H]5O)[C@@H](O)[C@H](O)[C@H]4O)[C@@H](O)[C@H](O[C@@H]4O[C@H](CO)[C@@H](O)[C@H](O)[C@H]4O)[C@H]3O)CC[C@]3(C)C(=CCC4[C@@]5(C)CC[C@H](O)[C@@](C)(C(=O)O)C5CC[C@]43C)C2C1 (stereo not given in full)	nt	0.0
CO[C@H]1CN(C)C(=O)c2ccc(NC(=O)c3ccc(F)cc3)cc2OC[C@H](C)N(C(=O)c2ccc(F)cc2)C[C@@H]1C	12	-0.7
COC(=O)CCS(=O)(=O)c1ccc(NC(C)=O)cc1	-3	-0.3
C[C@H](CO)N1C[C@H](C)[C@@H](CN(C)Cc2ccc(-c3ccccc3)cc2)Oc2ccc(NS(C)(=O)=O)cc2CC1=O	-12	-4.5
COc1ccc(NC(=O)N(C)C[C@@H]2Oc3c(cccc3N(C)C)C(=O)N([C@H](C)CO)C[C@H]2C)cc1	-1	0.7
C[C@@H]1CN([C@@H](C)CO)S(=O)(=O)c2ccc(C#C[C@@H](C)O)cc2O[C@@H]1CN(C)Cc1cccnc1	-7	nt
Cc1ccc(S(=O)(=O)Nc2ccc3c(c2)CC(=O)N([C@@H](C)CO)C[C@@H](C)[C@@H](CN(C)C(=O)Nc2c(C)noc2C)O3)cc1	nt	-2.1
NC(=O)c1c(NC(=O)COc2cccc(C(F)(F)F)c2)sc2c1CCC2	-5	-0.3
COc1ccc(S(=O)(=O)N(C)C[C@H]2OCCCC[C@H](C)Oc3ccc(N(C)C)cc3C(=O)N([C@@H](C)CO)C[C@@H]2C)cc1	2	-0.4
O=C(N[C@H]1CC[C@@H](CCNS(=O)(=O)Cc2ccccc2)O[C@@H]1CO)c1cnccn1	4	0.1
Cc1ccc(NC(=O)Cn2nc([N+](=O)[O-])cc2C)cc1	-10	0.1
CO[C@@H]1CN(C)C(=O)c2ccc(NC(C)=O)cc2OC[C@@H](C)N(C(=O)Nc2ccccc2F)C[C@H]1C	13	0.0
CC(C)NC(=O)N(C)C[C@H]1Oc2ccc(N(C)C)cc2CC(=O)N([C@@H](C)CO)C[C@@H]1C	0	-0.4
C[C@@H]1CN([C@H](C)CO)C(=O)c2cc(-c3cccc(C#N)c3)cnc2O[C@@H]1CN(C)Cc1ccccc1	nt	0.0

Of the compounds above, these contain a furan ring, fused or not:
SMILES	EZH2 inh	IDH1 R132H inh
COC(=O)c1sccc1-c1ccc(-c2ccn(C(=O)c3ccc(Cl)cc3)n2)o1	37	-0.9
COc1cc2c(cc1NC(=O)CN(C)S(=O)(=O)c1ccc(C)cc1)oc1ccccc12	2	-0.1

New compounds follow
SMILES	EZH2 inh	IDH1 R132H inh
CO[C@H]1CN(C)C(=O)c2ccc(NC(=O)Nc3cc(Cl)cc(Cl)c3)cc2OC[C@@H](C)NC[C@H]1C	-25	0.7
COCC(=O)Nc1ccc2c(c1)OC[C@H](C)N(C(=O)Cc1cccnc1)C[C@@H](C)[C@@H](OC)CN(C)C2=O	7	0.1
O=C(C[C@H]1C[C@H]2c3cc(NC(=O)Nc4ccccc4F)ccc3O[C@H]2[C@@H](CO)O1)NC1CCCCC1	12	0.4
C[C@@H]1CN([C@H](C)CO)C(=O)c2cc(NC(=O)C3CCCCC3)ccc2O[C@@H](C)CCCCO[C@@H]1CN(C)C(=O)Nc1cccc2ccccc12	nt	3.0
COc1cccc(CN2CCN(C(=O)c3cc(-c4ccccn4)nc4ccc(Cl)cc34)CC2)c1	7	0.5
